High-throughput results (PubChem)
TrxR1 substrate = is turned over as a substrate by rat TrxR1. O89049. purified TrxR1 substrate turnover, NADPH consumption readout. Potency, µM (titrated, usually from 114 µM), for the others: top-dose activity change, negative = substrate turnover. actives 0.01% (n = 390,000). AID 588456; further: potency means the concentration at half of the fitted maximal effect; on the % scale 0 is the no-effect control and ±100 the full control effect; nearly all actives have a fitted effect of over 50% in size
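Rat TrxR1, dispensed at 90 nM, was prereduced with 400 uM NADPH (final) for 5 min at ~22 deg C, then incubated with compound 15 min before 400 uM selenite. A first-read NADPH fluorescence drop versus no-compound background flagged substrates.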
IDH1 R132H inh = inhibitors of human mutant IDH1 R132H; IDH1-R132H enzyme, NADPH consumption, diaphorase/resazurin fluorescence; Potency, µM (doses to about 76.6 µM), without a hit: at the highest dose activity change, negative = inhibition, most hits filed as inhibitors; actives 0.093% (n = 390,000); AID 602179; further: potency means the concentration at half of the fitted maximal effect; on the % scale 0 is the no-effect control and ±100 the full control effect; nearly all actives have a fitted effect of over 65% in size
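IDH1-R132H (0.5 ug/mL dispensed) in pH 7.5 Tris buffer was preincubated 30 min with compound, then given a substrate mix of 0.016 mM NADPH and 2 mM alpha-KG for 80 min at room temperature; remaining NADPH was read by diaphorase/resazurin fluorescence.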
PI4K2A block = PI4K2A (human) kinase inhibition; purified PI4K2A, ADP-Glo luminescence, 1 h; active compounds read low; actives 0.13% (n = 420,000); activity change, negative = inhibition, % at 76.9 µM; Q9BTU6; in the data active means activity change below about -50%; inconclusive means mostly about -30% to -49%;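 further: -100% = wells without enzyme as full effect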
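In this quantitative HTS, ADP production by PI4K2A was quantified luminescently after 1 h at ambient temperature; 100 microM adenosine served as plate-quality control.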
Pin1 inh = human Pin1 inhibition. Q13526. AID 504891. actives 0.009% (n = 390,000). Pin1 FP peptide displacement, HiFluor488, 10 min. Potency, µM (titrated, usually from 115 µM), without a hit: at the highest dose activity, negative = inhibition, actives largely listed as inhibitors; active means well fitted inhibition curve with a large enough effect in the polarisation, with a control signal flat, not every such curve was filed as active; inconclusive means small, poorly fitted or top-dose-only effect, or effect the other way, or a change in a side signal; inactive means no such curve, though single readings can be large or run the other way; the % refers to the polarisation; further: potency means the concentration at half of the fitted maximal effect; on the % scale 0 is the no-effect control and ±100 the full control effect
Target sequence (Q13526 whole entry, looked up): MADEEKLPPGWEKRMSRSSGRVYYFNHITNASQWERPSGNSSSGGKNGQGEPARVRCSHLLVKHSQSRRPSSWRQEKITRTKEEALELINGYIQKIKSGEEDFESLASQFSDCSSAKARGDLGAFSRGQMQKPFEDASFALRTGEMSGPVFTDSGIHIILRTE
USP1 inh = USP1/UAF1 (human) deubiquitinase inhibition | actives 0.23% (n = 390,000) | Potency, µM (titrated, usually from 57.1 µM), for inactives: at the highest dose activity change, negative = inhibition, hits mostly inhibitors | O94782 | recombinant USP1/UAF1, Ub-Rhodamine cleavage fluorescence; further: potency means the concentration at half of the fitted maximal effect; on the % scale 0 is the no-effect control and ±100 the full control effect; nearly all actives have a fitted effect of over 60% in size; inactives centre near -12
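USP1/UAF1 complex at 1 nM was preincubated with compound for 15 min at room temperature, then Ub-Rho substrate (150nM final) was added. Fluorescence (480/540 nm) was read kinetically, 6 reads every 60 seconds.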
GLS inhibitor = inhibitors of human glutaminase (GLS). O94925. GLS enzymatic activity, qHTS titration. Potency, µM (doses to about 45.5 µM), without a hit: at the top dose activity change, negative = inhibition, usual class: inhibitors. actives 0.21% (n = 410,000). AID 624170; further: potency means the concentration at half of the fitted maximal effect; on the % scale 0 is the no-effect control and ±100 the full control effect
Target sequence (O94925 whole entry, looked up): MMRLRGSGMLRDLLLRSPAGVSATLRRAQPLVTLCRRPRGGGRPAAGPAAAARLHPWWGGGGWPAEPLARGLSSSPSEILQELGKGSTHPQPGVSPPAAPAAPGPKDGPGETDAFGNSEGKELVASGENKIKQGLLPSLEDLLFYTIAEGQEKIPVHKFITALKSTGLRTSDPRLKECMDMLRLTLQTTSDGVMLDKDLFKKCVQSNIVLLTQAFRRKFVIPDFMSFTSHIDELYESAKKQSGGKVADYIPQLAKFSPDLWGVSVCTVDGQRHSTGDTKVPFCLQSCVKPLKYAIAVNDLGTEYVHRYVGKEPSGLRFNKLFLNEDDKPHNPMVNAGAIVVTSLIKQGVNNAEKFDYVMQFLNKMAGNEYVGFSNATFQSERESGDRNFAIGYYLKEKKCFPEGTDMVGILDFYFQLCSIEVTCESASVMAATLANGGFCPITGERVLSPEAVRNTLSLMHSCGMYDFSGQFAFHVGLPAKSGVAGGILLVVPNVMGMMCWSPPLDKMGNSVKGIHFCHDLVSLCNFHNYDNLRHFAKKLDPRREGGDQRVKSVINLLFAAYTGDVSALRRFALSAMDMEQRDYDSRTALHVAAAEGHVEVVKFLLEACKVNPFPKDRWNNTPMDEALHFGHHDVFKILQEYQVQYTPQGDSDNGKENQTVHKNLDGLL
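hKGA; 45 mM KH2PO4 pH 8.2 + 0.02% Tween-20; cpd via pin tool; 1 mM Gln soln; GluOx/HRP/Amplex Red; RT 30 min; fluor. t0 & final.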
PGK inhibitor = T. brucei PGK inhibition; actives 0.043% (n = 380,000); PGK/GAPDH coupled, Kinase-Glo luminescence, 60 min; Potency, µM (doses to about 57.5 µM), without a hit: at the top dose activity change, negative = inhibition, actives largely listed as inhibitors; P07378; further: potency means the concentration at half of the fitted maximal effect; on the % scale 0 is the no-effect control and ±100 the full control effect; nearly all actives have a fitted effect of over 60% in size
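Recombinant glycosomal PGK reaction used 1,3-bisphosphoglycerate generated in-well by GAPDH (100nM final) in 100mM TEA pH 7.6, 5mM MgCl2, 0.01% Tween-20. After 60 minutes at room temperature, ATP was read by Kinase-Glo Plus luminescence end-point.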
TrxR1 inh = blocks rat thioredoxin reductase 1; O89049; recombinant rTrxR1, NADPH fluorescence consumption, selenite substrate; Potency, µM (titrated, usually from 114 µM), for inactives: at the top dose activity change, negative = inhibition, hits mostly inhibitors; actives 1% (n = 390,000); AID 588453; further: potency means the concentration at half of the fitted maximal effect; on the % scale 0 is the no-effect control and ±100 the full control effect; nearly all actives have a fitted effect of over 65% in size
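Rat TrxR1 (90 nM in the dispensed reagent) was pre-reduced with 400 uM NADPH for 5 min at room temperature, then incubated with compound for 15 min. After 400 uM selenite was added, NADPH fluorescence (Ex 340/Em 450 nm) was followed for 8 min.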
HP1b binding inh = HP1-beta chromodomain-methylated histone interaction inhibition; P83916; Potency, µM (series often up to 114 µM), for inactives: at the highest dose activity change, negative = inhibition, actives largely listed as inhibitors; AID 540317; actives 0.56% (n = 390,000); AlphaScreen HP1-beta / biotin-H3K9me3 peptide binding; further: potency means the concentration at half of the fitted maximal effect; nearly all actives have a fitted effect of over 70% in size; inactives centre near 23
Target sequence (P83916 whole entry, looked up): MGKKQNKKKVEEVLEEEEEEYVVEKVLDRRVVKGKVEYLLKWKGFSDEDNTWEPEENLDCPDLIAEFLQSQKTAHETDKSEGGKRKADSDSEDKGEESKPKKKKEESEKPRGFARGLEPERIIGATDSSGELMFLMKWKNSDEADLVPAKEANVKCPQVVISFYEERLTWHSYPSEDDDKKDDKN
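AlphaScreen: HP1-beta (50 nM) preformed 30 min with biotin-H3(1-18)K9me3 peptide (50 nM) in PBS pH 7.4, 0.01% Tween-20. Compound added for 30 min at RT, then streptavidin donor/nickel chelate acceptor beads (10 ug/mL) for 30 min.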
Numbers without * were called inactive; i = inactive; ? = inconclusive; . = no result given; [ ] = remark or other dose. Unless noted, the call rests on the fitted dose curve; in most records, active means well fitted curve in the direction sought with a large enough effect; inconclusive means small, poorly fitted or top-dose-only effect, or another doubt; inactive means no such curve, though single readings can be large; an effect the other way counts as inactive or inconclusive. These rows are one share of the data (hit frequency here may not be typical).

SMILES	TrxR1 substrate	IDH1 R132H inh	PI4K2A block	Pin1 inh	USP1 inh	GLS inhibitor	PGK inhibitor	TrxR1 inh	HP1b binding inh
O=C(NCc1ccc(F)cc1)N1CCc2ccccc2C1	11%	5%	2	-6%	-12%	7%	-7%	17%	3%
CN(C)C(CNC(=O)c1ccc2nccnc2c1)c1ccco1 (stereo unspecified)	-9%[2.29 µM]	0%	-2	-3%	-7%	-22%	-9%	-12%[2.29 µM]	2%[57 µM]
COc1cc(CCNC2=CC(=O)c3ncccc3C2=O)ccc1O	7%[57.1 µM]	13%	?	3%	18µM*	-6%	-6%	-6%[11.4 µM]	0%
O=C(N/N=C/c1ccccc1F)c1csc2c1CCCC2	-5%	0%	-3	4%	-18%	15%	-5%	-1%	36%
COc1ccc(OC)c(C(=O)CC2(O)C(=O)N(Cc3ccccc3C)c3ccccc32)c1 (stereo unspecified)	1%	-15%	-4	26%	12%	-1%	-6%	8%	18%
COC(=O)c1c(-c2cccs2)csc1NC(=O)c1cc(OC)cc(OC)c1	30%	1%	1	8%	-19%	-12%	i	32%	0%
O=C(CC(SCCO)c1ccc2c(c1)OCO2)c1ccco1 (stereo unspecified)	11%[57.1 µM]	1%	3	0%	-11%	2%	5%	13%[57.1 µM]	40%
COc1ccc(NC(=O)CN(C)C(=O)c2cc3c(cc2Cl)N2CCCCCC2=NS3(=O)=O)cc1	3%	-9%	0	-1%	2%	0%	4%	12%	2%
Cc1ccc2nc(NC(=O)c3ccc4c(c3)OCO4)sc2c1	46%[activator]	-1%	-2	4%	8%	40%[activator]	-9%	30%	27%
Cn1cc(CN2CCC(n3nccc3NC(=O)CCOc3ccccc3)CC2)cn1	1%	13%	3	-3%	-9%	10%	6%	7%	30%
Cc1ccc(NC(=O)CSCC(=O)NCCc2ccccc2)c(C)c1	-1%	0%	4	-7%	-8%	-9%	i	24%	36%[activator]
O=C(OCc1cn([C@H]2C[C@H](c3ccccc3)N(C(=O)c3cccs3)C[C@@H]2O)nn1)c1ccccc1	.	-9%	-5	.	-24%	-1%	-4%	.	.
CCN(Cc1ccccc1)C(=O)CCc1c(C)nc2c(c(C)nn2-c2ccc(C)c(C)c2)c1C	18%	5%	-5	14%	?	0%	-7%	28%	33%
Cc1nc2ccc(-n3ccc(=O)cc3)cc2s1	9%	3%	-9	3%	-19%	7%	-8%	10%	19%
NS(=O)(=O)c1ccc(CCNC(=O)COC(=O)/C=C/c2ccccc2Cl)cc1	4%[57.1 µM]	-3%	3	-5%	-2%	-15%	i	4%	30%
Cc1ccccc1CN(C)C(C)C(=O)Nc1ccccc1F (stereo unspecified)	-4%	4%	-5	1%	-15%	3%	-6%	17%	119%[activator]
COc1cc(NC(=O)c2cc3c(=O)n(Cc4cccs4)ccc3nc2C)cc(OC)c1OC	1%[57.1 µM]	16%	0	1%	-7%	-10%	-2%	9%[57.1 µM]	55%[activator]
O=C(Nc1cccc(Cl)c1)Nc1cccc(Cl)c1	-5%	5%	-8	?	-14%	5%	-2%	4%	40%
Cc1cc(NC(=O)CN2C(=O)NC3(CCC(C)CC3)C2=O)no1 (stereo unspecified)	-6%	-4%	5	-2%	0%	-1%	i	2%	26%
O=C1CCCCN1CC(=O)N1CCCC(N2CCN(c3ccccc3F)CC2)C1 (stereo unspecified)	7%	1%	-4	-6%	-5%	6%	-2%	-3%	32%
COc1ccc(Cc2nnc(SCC(=O)c3c(N)n(C4CC4)c(=O)[nH]c3=O)o2)cc1	5%	1%	-1	1%	-10%	0%	0%	11%	33%
O=C(CN1C(=O)c2ccccc2C1=O)Nc1ccc(Cl)cn1	3%	4%	-6	0%	-8%	-14%	-1%	17%	-4%
O=C(NCc1ccccn1)c1cc2cc(Br)ccc2oc1=O	9%	9%	-13	-3%	-8%	-2%	-8%	33%[activator]	-2%
O=C(Nc1ccccc1F)c1ccc(S(=O)(=O)N2CCCCCC2)cc1	-5%	-3%	-11	-3%	-7%	-2%	4%	13%	54%[activator]
O=C(NCc1cccnc1)c1cc(Sc2ccccc2Cl)nc2ccccc12	-9%	-27%	9	4%	-6%	?	-2%	-9%[57.1 µM]	9%

Looked up above.
HP1b binding inh, O=C(Nc1cccc(Cl)c1)Nc1cccc(Cl)c1 stands at 40%
Pin1 inh, O=C(Nc1ccccc1F)c1ccc(S(=O)(=O)N2CCCCCC2)cc1 stands at -3%
PI4K2A block, CCN(Cc1ccccc1)C(=O)CCc1c(C)nc2c(c(C)nn2-c2ccc(C)c(C)c2)c1C stands at -5

Later entries:
SMILES	TrxR1 substrate	IDH1 R132H inh	PI4K2A block	Pin1 inh	USP1 inh	GLS inhibitor	PGK inhibitor	TrxR1 inh	HP1b binding inh
Cc1ccccc1C(=O)N1CCC(C(=O)NC2CCCC2)CC1	-1%	-2%	4	-5%	-11%	1%	4%	-3%	17%
Cc1ccc2c(c1)N(C(=O)CCC(=O)NCc1cccc(Cl)c1)CC(C)O2 (stereo unspecified)	-4%[57.1 µM]	0%	-10	-8%	-18%	-2%	-5%	39%	21%
C=C(C)CC(NCc1ccco1)c1ccc(OC)cc1 (stereo unspecified)	-4%[57.1 µM]	4%	4	0%	-23%	-9%	-1%	-3%	29%
O=[N+]([O-])c1ccc(F)cc1Oc1nc(-c2cccnc2)nc2ccccc12	2%[57.1 µM]	-4%	-6	20%	-17%	3%	-15%	19%[57.1 µM]	-22%
CC(=O)CSc1nnc(-c2ccc(S(=O)(=O)N3CCC(C)CC3)cc2)o1	10%	-1%	4	7%	-13%	2%	25%	34%	29%
CCOC(=O)CNC(=O)CSc1nnc(-c2ccco2)n1N	5%	0%	4	1%	-18%	-1%	2%	6%	31%
CCc1ccc(CNCCNC(=O)c2ccco2)cc1	-3%	21%	1	-1%	-27%	24%	-3%	-10%	15%[57 µM]
Cc1cccc(NC(=O)C2CCN(S(=O)(=O)c3ccc4c(c3)C(C)(C)C(=O)N4C)CC2)c1C	3%	4%	-3	-3%	-26%	-6%	i	15%	31%
Cc1c(-c2ccc(Br)cc2)c(=O)oc2ccc(OC(=O)N3CCOCC3)cc12	7%[57.1 µM]	-2%	-1	-1%	-4%	4%	-5%	9%[57.1 µM]	19%
CCOCCn1c(=O)c2c(nc3n2CCCN3Cc2ccccc2)n(C)c1=O	-2%	-8%	3	-5%	-27%	13%	3%	8%	37%
COc1ccc(OCc2cc(C(=O)N3CCCC(O)C3)no2)c2ccccc12 (stereo unspecified)	-8%	10%	1	-4%	?	6%	-7%	-3%	-11%
CCOC(=O)C1CCN(CC(C)(C)NS(=O)(=O)c2ccc(Cl)cc2)CC1	7%[57.1 µM]	9%	-6	5%	-14%	-2%	-11%	5%[57.1 µM]	79µM*
CN1CCN(c2nc(N3CCN(c4ccccc4)CC3)ncc2F)CC1	10%	8%	0	2%	?	0%	-9%	15%	-21%
C/C(CC(=O)Nc1cccc2c1CCCC2)=N\NC(=O)Cc1ccccc1	4%	-9%	-6	5%	-10%	17%	-2%	11%	27%
COc1ccc(Cl)cc1S(=O)(=O)N1CCCC(C(=O)NCc2ccncc2)C1 (stereo unspecified)	6%	5%	0	0%	-3%	10%	-7%	17%	21%
COc1ccc(C2C=C(c3ccc(C)cc3)Nc3c(C(=O)Nc4ccccc4)cnn32)cc1 (stereo unspecified)	12%	3%	1	11%	-14%	-16%	2%	6%	89%[activator]
CCC(C)Nc1nc2c(c(=O)n(C)c(=O)n2C)n1Cc1ccc(F)cc1 (stereo unspecified)	-12%	4%	-2	7%	-16%	-13%	.	10%	21%
CC(C)Oc1ccc(/C=C/C(=O)NCC2COc3ccccc3O2)cc1 (stereo unspecified)	-1%[57.1 µM]	3%	-8	4%	-22%	-4%	1%	6%[57.1 µM]	25%
CCOC(=O)c1c(C)sc(-c2c(-c3ccc4c(c3)OCCO4)[nH]c3c2c(=O)n(C)c(=O)n3C)c1O	1%	-14%	2	37%[activator]	16µM*	10%	i	1%	63%[activator]
O=C(CSc1ncc2c(n1)-c1ccccc1N(Cc1ccccc1)S2(=O)=O)Nc1ccccc1	8%[57.1 µM]	-5%	-2	-4%	-10%	2%	-9%	22%[57.1 µM]	2%
COc1ccc(CCNC(=O)C(=O)NCC2OCCN2S(=O)(=O)c2ccccc2)cc1 (stereo unspecified)	11%[57.1 µM]	16%	-2	0%	-20%	-7%	-10%	-4%[57.1 µM]	38%
COc1ccc(C(OC(=O)c2cccs2)C(=O)NCC2CCCO2)cc1 (stereo unspecified)	-4%	4%	-3	-6%	-9%	0%	6%	11%	42%[activator]
CCc1ccc(S(=O)(=O)NCc2ccc3c(c2)CCN3C(=O)c2ccc(C)cc2)cc1	-3%[57.1 µM]	-21%	1	32%[activator]	-13%	4%	9%	28%[57.1 µM]	13%[57 µM]
CCN(CC)C(=O)c1sc2c(c1C)c(=O)n(-c1ccc(OC)cc1OC)c(=O)n2CC(=O)c1ccccc1	-1%[11.4 µM]	-11%	-1	2%	-10%	-4%	-8%	6%[11.4 µM]	35%
Nc1nnc(SCC(=O)N2CCN(c3ccccc3)CC2)s1	-1%[57.1 µM]	-4%	1	?	-22%	25%	6%	9%[57.1 µM]	42%[activator]
COCCN(C(=S)Nc1ccc(C)c(C)c1)C(C)c1ccco1 (stereo unspecified)	-1%	2%	-3	-1%	-9%	5%	-1%	0%	36%
